DAGLB inh: DAGLB lipase inhibitors, primary screen, biochemical, fluorescence, HTS. Diacylglycerol lipase-beta (Homo sapiens), Q8NCG7. HEK293T DAGLB membrane lysate, EnzChek fluorogenic substrate. inhibition, % at 5.17 µM. actives 0.059% (n = 340,000); in the data active = inhibition above about 34%;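 also: 0% = enzyme with vehicle and 100% = wells lacking enzyme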
Target sequence (Q8NCG7 whole entry, looked up): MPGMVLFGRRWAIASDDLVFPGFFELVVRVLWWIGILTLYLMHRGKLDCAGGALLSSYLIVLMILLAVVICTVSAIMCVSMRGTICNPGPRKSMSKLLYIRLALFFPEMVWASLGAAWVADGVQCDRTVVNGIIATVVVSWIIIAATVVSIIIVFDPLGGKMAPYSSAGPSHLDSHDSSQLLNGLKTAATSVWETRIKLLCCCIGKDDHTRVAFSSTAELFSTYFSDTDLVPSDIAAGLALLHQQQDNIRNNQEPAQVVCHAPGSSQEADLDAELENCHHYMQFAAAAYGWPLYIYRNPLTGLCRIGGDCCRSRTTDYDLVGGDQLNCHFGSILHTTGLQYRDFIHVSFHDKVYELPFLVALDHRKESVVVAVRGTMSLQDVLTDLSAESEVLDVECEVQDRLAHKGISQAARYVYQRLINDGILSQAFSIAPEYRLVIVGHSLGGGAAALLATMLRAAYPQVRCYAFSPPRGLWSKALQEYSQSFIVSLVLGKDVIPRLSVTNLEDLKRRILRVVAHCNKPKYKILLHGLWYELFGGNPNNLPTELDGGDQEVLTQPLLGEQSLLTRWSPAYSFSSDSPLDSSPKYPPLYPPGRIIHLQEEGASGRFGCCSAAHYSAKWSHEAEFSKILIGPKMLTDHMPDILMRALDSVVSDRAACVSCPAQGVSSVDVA
AddAB inh: growth inhibition of E. coli expressing H. pylori AddAB, primary screen, AddAB inhibitor project, absorbance; AID 435030, 2010; actives 0.29% (n = 330,000); inhibition, % at 11.9 µM; in the data active = inhibition above about 12%;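 also: 0% = vehicle wells of infected cells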
CDK5 p35 inh: inhibitors of human CDK5/p35 kinase, primary screen, biochemical, single concentration; Cyclin-dependent kinase 5 (Homo sapiens) + Cyclin-dependent kinase 5 activator 1 (Homo …; Recombinant CDK5/p35, ADP-Glo luminescence, 60 min; inhibition, % at 10 µM; actives 0.01% (n = 330,000); AID 488839, 2010;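 active = highest replicate inhibition of at least 50% and at least 75% of replicates reaching 50%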;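 also: plate controls were DMSO neutral control for no effect and GW8510 at 10 µM for full effect; many of its hits are not listed in these tables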
Tat transport: E. coli Tat export inhibitors, primary screen, MC4100, TorA-mCherry reporter, fluorescence, single point; inhibition, % at 10 µM; actives 0.036% (n = 340,000);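 active = mean replicate inhibition at least 50% and at least half of replicates individually reaching 50%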;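 also: exported cargo escapes ClpAP degradation while cytoplasmic cargo is degraded and loses fluorescence; 0% = median of neutral control wells and 100% = median of NaSCN control wells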
PKA-R2B activ: activators of PKA-R2B holoenzyme, primary screen, biochemical, fluorescence polarization, Cy5-IP20, human | activation, % at 11.4 µM | cAMP-dependent protein kinase catalytic subunit beta (Homo sapiens) + cAMP-dependent … | actives 0.079% (n = 340,000) | PKA-R2B holoenzyme dissociation; R2B truncated from residue 108, S112A mutant; 0% DMSO only, 100% 113 µM cGMP;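 active = activation above a cutoff set at the mean over all compounds plus 3 SD, cut at about 18% in these data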;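 also: higher means more holoenzyme dissociation and a rise in polarization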
PKA-R1A activ: activators of PKA-R1A holoenzyme, primary screen, biochemical, fluorescence polarization, Cy5-IP20, bovine R1A, mouse PKAc. cAMP-dependent protein kinase type I-alpha regulatory subunit (Bos taurus) + …. PKA-R1A dissociation; scaled: DMSO 0%, 113 µM cGMP 100%. activation, % at 11.4 µM. actives 0.083% (n = 340,000);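 active = percent activation above the mean of all tested compounds plus 3 SD, cut at about 19% in these data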;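 also: higher means more PKAc released from R1A so a rise in polarization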
Ecoli viability: E. coli V3065 growth inhibition, primary screen, counter-screen for AddAB inhibitor project, absorbance, OD600 | inhibition, % at 11.9 µM | AID 449728, 2010 | actives 0.27% (n = 330,000) | 18 h;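 active = inhibition above the campaign's mean inhibition across all tested compounds plus 3 SD, cut at about 9.9% in these data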;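 also: uninfected addAB+ strain grown without phage in ampicillin broth; 0% = DMSO wells and 100% = ciprofloxacin 0.95 µg/ml wells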
phage Ecoli inh: growth loss of phage-infected E. coli, primary screen, RecBCD inhibitor project, absorbance, with phage, HTS. inhibition, % at 11.9 µM. actives 0.26% (n = 360,000); in the data active = inhibition above about 11%
Mot1-301 SUMO: yeast Mot1-301 growth rescue at high temperature, primary screen, SUMOylation pathway inhibitor project, S. cerevisiae, ATP luminescence, 38.5C; S. cerevisiae Mot1-301 growth rescue; percent above DMSO median, 100 means doubled; growth rescue, % at 18.8 µM; actives 1% (n = 320,000);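 active = every valid replicate shows activation above 250% relative to neutral control wells; inactive = the rest, any valid replicate at or below 250%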;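 also: OY570 slx delta 5 strain wells were the positive control but not used for scaling; some compounds called inactive have numbers as strong as hits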
HTR5A ag ctr: HTR5A agonists in luminescence cell assay, primary screen, counter-screen for OPRM1-OPRD1 heterodimer agonist project, full-deck HTS; cell-based; activation, % at 9.3 µM; actives 0.61% (n = 340,000); 5-hydroxytryptamine receptor 5A (Homo sapiens), P47898; in the data active = activation mostly above about 9.5%, no sharp cut-off; inactive = mostly below about 7.6%;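 also: 0% = cells with vehicle only and 100% = reference agonist; strong numbers were not always called active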
Target sequence (P47898 whole entry, looked up): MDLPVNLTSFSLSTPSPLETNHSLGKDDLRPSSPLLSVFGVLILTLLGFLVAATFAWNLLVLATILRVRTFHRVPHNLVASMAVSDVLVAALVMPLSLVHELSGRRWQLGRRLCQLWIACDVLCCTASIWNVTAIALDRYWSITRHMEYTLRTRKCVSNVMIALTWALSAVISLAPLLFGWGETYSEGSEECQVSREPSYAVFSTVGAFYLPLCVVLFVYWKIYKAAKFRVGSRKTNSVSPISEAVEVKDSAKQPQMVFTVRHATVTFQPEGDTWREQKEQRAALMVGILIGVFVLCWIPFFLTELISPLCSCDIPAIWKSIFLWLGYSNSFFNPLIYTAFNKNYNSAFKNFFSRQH
HTR5A inv ag: HTR5A inverse agonists in luminescence cell assay, primary screen, counter-screen for OPRM1-OPRD1 heterodimer inverse agonist project, full-deck HTS. 5-hydroxytryptamine receptor 5A (Homo sapiens), P47898. HTR5A cell line, inverse agonism. inhibition, % at 9.3 µM. actives 0.083% (n = 340,000); in the data active = inhibition mostly above about 23%, no sharp cut-off; inactive = mostly below about 18%;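 also: 0% = cells with DMSO and 100% = no-cell wells with DMSO; some compounds called inactive have numbers as strong as hits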
Numbers without * were called inactive; . = not tested or not shown.

Screens in order – DAGLB inh	AddAB inh	CDK5 p35 inh	Tat transport	PKA-R2B activ	PKA-R1A activ	Ecoli viability	phage Ecoli inh	Mot1-301 SUMO	HTR5A ag ctr	HTR5A inv ag
CCN(CC)c1ccc(S(=O)(=O)N2CCOCC2)cc1NC(=O)CN1C(=O)NC2(CCC(C)CC2)C1=O (stereo unspecified)
 : -1	4.5	0.9	0	-6	11	1.6	-1.8	-8	-1	3
COc1cccc(N2C(=O)CC(N3CCN(CCN=CC4=C(O)CC(C)(C)CC4=O)CC3)C2=O)c1 (stereo unspecified)
 : -2	2.5	-0.3	2	-8	-3	0.8	3.5	0	0	0
O=S(=O)(NCCc1ccccc1)c1ccc(Cl)nc1
 : -3	5.3	0.1	-4	0	-1	-0.3	1.7	0	-2	14
O=C(CN1CCCC1)Nc1sc2c(c1C(=O)Nc1ccccc1)CCCC2
 : -1	.	-2.2	0	-14	-10	.	0.6	-15	-1	3
NC(=O)NO
 : 0	-0.9	-0.7	0	-4	-3	1.1	1.9	10	2	22
CN(c1ccc(C(=O)N2CCOCC2)cc1)S(C)(=O)=O
 : 1	-1.9	-3.7	-4	-11	3	-0.7	1.9	-7	-3	-27
CC1(C)S/C(=N/N=C/c2cccs2)NC1=O
 : 0	1.9	-3.4	-2	-2	-1	0.8	0.7	590	-2	-1
O=C(NCC1CCCO1)C1CCN(C2CCN(Cc3cccs3)CC2)CC1 (stereo unspecified)
 : -2	-3.3	-1.3	-4	2	-11	-3.1	-0.5	7	-3	-10
Cc1ccc(C)c(NC(=O)c2cc(-c3cc(C)c(C)cc3O)n[nH]2)c1
 : -4	-0.5	-0.1	0	-11	-10	-1.5	2.0	47	2	-9
CS(=O)(=O)N(CC(=O)N1CCN(Cc2ccccc2)CC1)c1cccc([N+](=O)[O-])c1
 : -4	2.1	-1.6	6	0	-8	1.2	-1.2	-2	0	-1
C(=N\Nc1nncc2ccccc12)/c1ccccc1
 : -2	3.2	3.6	3	0	-4	2.0	2.2	-6	0	-10
O=C(COC(=O)c1ccccc1NC(=O)c1ccco1)Nc1ncc(Cl)cc1Cl
 : 2	2.1	-0.4	-5	-10	-3	-1.6	2.7	0	1	-12
Cc1ccccc1OCC(=O)Nc1cccc(S(=O)(=O)NC2=NCCC2)c1
 : 4	2.1	-1.2	-1	1	-2	1.2	0.1	-5	-2	-18
O=C(Nc1cccc(Cl)c1Cl)c1ccc(-c2ccccc2)cc1
 : -10	1.1	-0.9	-2	-7	4	2.6	2.0	7	-1	-15
COc1ccc(Nc2nc3cc(C)ccc3cc2C#N)cc1
 : -4	2.3	-0.4	-10	-11	-8	0.0	1.7	-9	-2	8
O=C(c1cc2ccccc2cc1O)N1CCN(c2cccc(Cl)c2)CC1
 : 2	1.9	0.0	-3	-4	0	1.7	1.9	38	4	-10
Cc1nn(Cc2ccc(F)cc2)c(C)c1NC(=O)c1cc(-c2ccco2)on1
 : 2	-3.4	-0.1	-7	13	-1	-2.9	.	27	-4	-7
C=CCNc1nc(Nc2ccc(-c3nc4ccccc4o3)cc2)nc(N2CCOCC2)n1
 : -3	5.8	2.7	2	-16	3	-0.3	2.8	276	-3	9
CCCNC(=O)c1onc(CSc2ccc(F)cc2)c1C(=O)NC(C)C
 : -1	-1.4	-0.6	1	-11	4	0.2	0.9	5	6	-6
Cc1nnc(SCC(=O)NNC(=O)CC#N)[nH]c1=O
 : 1	1.9	-2.1	2	2	-3	-1.9	1.7	8	0	5
CCOc1ccc(OCC)c(NC(=O)c2ccc(CNc3c(N4CCOCC4)c(=O)c3=O)cc2)c1
 : 4	1.8	1.1	-4	4	-9	-0.6	2.1	10	-1	3
COC(=O)c1ccc(/C=C(\C#N)c2ccccn2)cc1
 : -7	6.1	3.3	3	-3	-3	1.9	6.0	177	-5	4
CCOc1ccccc1NC(=O)C(C)CC (stereo unspecified)
 : -5	3.4	2.0	-10	-11	1	1.7	6.4	53	2	-7
Cc1c(NS(=O)(=O)c2cccc(C(=O)NCc3ccco3)c2)c(=O)n(-c2ccccc2)n1C
 : 1	.	-1.2	4	-2	-6	.	2.4	.	-1	1
O=C(CC(=O)NCc1ccc(Cl)cc1)NCc1ccc(Cl)cc1
 : 1	0.6	3.2	0	1	5	-0.2	0.6	191	-2	1
CS(=O)(=O)N1Cc2ccccc2CC1C(=O)OCC(=O)NCCc1ccc(S(N)(=O)=O)cc1 (stereo unspecified)
 : -2	-0.2	-2.4	0	-11	3	1.9	2.1	-18	1	-5
Cc1[nH]n(S(=O)(=O)c2ccccc2)c(=O)c1N=Nc1cccc(Cl)c1
 : 1	3.0	0.0	-11	0	0	0.9	2.5	-3	3	-11
CCOc1ccccc1N(CC(=O)Nc1ccc(OC)cc1OC)S(=O)(=O)c1ccccc1
 : -6	3.0	-2.1	7	-5	-1	-2.1	-1.6	-6	8	-24
COc1ccccc1OCCOc1ccc(/C=C2/C(=N)N3OC(C)=CC3=NC2=O)cc1OC
 : 0	0.2	-0.8	-9	-8	-1	-1.2	2.2	-2	6	3
Clc1ccc(OCc2nnc(SCCN3CCCCC3)n2Cc2ccco2)cc1
 : 0	-0.5	-0.1	7	-9	-11	-2.2	3.0	-7	-2	16
COc1ccc(/C=N/NC(=O)c2ccc(CN3C(=O)c4cccc5cccc3c45)cc2)cc1O
 : -1	2.0	-1.0	-24	-5	-16	1.1	5.6	6	4	-11
COc1ccc(C2C(C(=O)N3CCN(C)CC3)c3cc(OC)c(OC)cc3C(=O)N2C)cc1 (stereo unspecified)
 : 3	4.3	0.3	4	-3	-6	-0.1	-0.6	0	0	1
O=C1c2cccc3c(N4CCCCC4)ccc(c23)C(=O)N1CCO
 : -20	2.0	0.1	-10	-3	-2	-2.8	2.5	424*	-1	-30
Cc1cccc(NC(=O)CSCC(=O)NCc2ccco2)c1
 : -1	3.0	-0.2	5	2	1	3.1	2.0	2	-2	6
COc1cccc(OC)c1C(=O)Nc1nc(-c2ccccc2)cs1
 : -1	2.2	-0.6	-6	-6	-5	1.1	4.0	-18	0	-10
CC1(C(=O)O)CCC(C(=O)NCCc2ccccc2)C1(C)C (stereo unspecified)
 : 2	4.8	-0.2	-5	-4	7	0.1	2.6	33	-15	32
Cc1nn(CC2CC2)c(=O)n1-c1ccc(Oc2ccccc2)cc1
 : 1	0.3	0.5	3	-9	1	-0.1	3.7	0	4	-10
CC(=O)Oc1cccc2c1C(=O)C1CC=CC(OC(C)=O)C1C2=O (stereo unspecified)
 : 0	.	-0.9	-5	12	8	.	-1.4	.	1	-4
CC1CC(C)CN(CC(=O)c2c[nH]c3ccccc23)C1 (stereo unspecified)
 : -3	1.2	-0.3	-5	-4	9	-1.9	4.7	-1	-2	7
CCCSCCCNC(=O)Cn1c(=O)c2cccn2c2ccccc21
 : 1	-2.9	1.6	8	-6	-7	1.2	1.3	13	2	-7
COc1cccc(C(=O)COc2ccc3ccc(=O)oc3c2)c1
 : 4	1.7	0.9	-11	3	-7	0.9	0.6	3	12*	-33
COc1ccc(C(CC(=O)O)N2Cc3ccccc3C2=O)cc1 (stereo unspecified)
 : -2	0.2	-0.6	-2	-5	-4	1.0	1.1	-6	-2	7
Cc1ccc(C2C3CSCC=C3C(C#N)=C(N)C2(C#N)C#N)cc1 (stereo unspecified)
 : 4	0.3	4.5	5	-12	-5	0.4	1.0	6	-3	24
O=C(COC(=O)c1cncc(Br)c1)NC1CCCC1
 : -2	0.2	0.5	0	-7	-11	0.6	2.3	5	-1	3
CCOc1ccccc1C1c2[nH]c3ccccc3c2C[C@H]2C(=O)N(C3CCN(Cc4ccccc4)CC3)CC(=O)N12 (stereo partly specified)
 : -3	.	0.5	9	1	13	.	1.3	-5	0	1
CC(NC(=O)COC(=O)c1cn(-c2ccccc2)nc1-c1cccs1)c1ccccc1 (stereo unspecified)
 : -3	0.2	-0.9	3	-6	7	-0.7	3.1	45	5	-11
C[C@@H]1COC(=O)[C@@H](Cc2ccc(F)cc2)CC/C=C\C[C@@H](CC(=O)NCCO)C(=O)N1
 : 1	-1.1	-3.7	-8	-11	2	-2.5	1.8	-11	10	-30
CC(C)(C)c1ccc(Oc2cccc(C3CC(=O)C(C4NCCc5ccccc54)C(=O)C3n3cncn3)c2)cc1 (stereo unspecified)
 : 3	-0.5	-0.9	1	-17	-13	-0.8	2.4	.	-2	9
O=C(COc1ccc(Cl)cc1)NCCNC(=O)c1cnccn1
 : -1	4.1	1.7	2	15	0	0.1	0.4	91	1	-9
Nc1cc(C(=O)OCC(=O)NCCC2=CCCCC2)ccc1Cl
 : -4	1.3	1.3	1	6	-2	0.3	3.4	-12	2	-7
Cc1ccc(NC(=O)COC(=O)CN2C(=O)NC3(CCCC3)C2=O)cc1Cl
 : -3	-0.8	0.1	-3	-6	0	1.1	0.6	-1	-5	12
Cc1nc(N2CCC(C)CC2)c2c(C)c(C(=O)Nc3cccc(C(F)(F)F)c3)sc2n1
 : -3	2.5	-1.0	1	-1	-10	1.5	4.0	-11	5	-9
CCOC(=O)C1=C(C)Nc2ncnn2C1c1cccs1 (stereo unspecified)
 : 2	0.7	2.3	4	1	-5	0.0	1.4	261	3	-8
O=C1c2cccnc2C(Nc2cccc(F)c2)N1Cc1ccco1 (stereo unspecified)
 : 1	-2.0	0.6	0	-7	-8	-2.0	1.9	-9	0	1
Cc1ccc(NC(=O)COC(=O)C2CC2)c(Br)c1
 : -1	0.8	0.7	0	1	12	0.4	2.6	-6	-1	-24
Cc1ccc(-c2cc(C(=O)N3CCN(C(=O)c4ccco4)CC3)no2)cc1
 : -1	0.9	1.4	2	-3	-6	-2.2	2.2	8	-3	3
CCn1c(SCC(=O)N2c3ccccc3Sc3ccccc32)nnc1-c1ccco1
 : 0	1.1	0.1	-3	7	11	-0.4	1.0	13	-2	14
CC(C)Cn1nc(C(=O)N2CCc3ccccc32)c2ccccc2c1=O
 : 21	.	-0.9	12	7	-7	.	1.1	.	5	-7
Cc1ccc(S(=O)(=O)N2CCOCC2)cc1C(=O)NC(=S)N1CC(C)CC(C)C1 (stereo unspecified)
 : -1	-0.3	0.6	1	0	-6	-1.9	1.8	.	-6	18
COc1ccc(NC(=O)NC2(C(=O)N3CCCC3)CCCCC2)cc1
 : -4	3.0	1.6	2	6	-1	-0.8	2.0	-1	0	7
CCN(CC(=O)Nc1ccccc1OC)C(=O)CCOc1ccc(C(C)(C)C)cc1
 : -5	2.1	1.9	14	-5	-5	-0.6	-1.3	51	0	1

Assay outcomes: PubChem BioAssay, several laboratories

Outcome played no part in choosing rows; any-hit rate near 2.3%.
